Bcl-W Bim block = inhibitors of Bim binding to Bcl-W, primary screen, biochemical, multiplexed, bead-based flow cytometry. Bcl-2-like protein 2 (Homo sapiens), Q92843. Bim peptide-Bcl-W binding. inhibition, % at 10 µM. hit rate 0.02% among 190,000. AID 952, 2007;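 also: 0% = bound tracer without compound and 100% = peptide blocker; higher means less fluorescent Bim peptide bound to Bcl-W beads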
Mcl1 Bid PPI = Mcl-1/Bid binding inhibitors, primary screen, biochemical, TR-FRET, 1536-well; inhibition, % at 21.7 µM; TR-FRET Mcl-1/Bid-Dy647 peptide binding; hit rate 0.97% among 220,000; AID 1021, 2008; Induced myeloid leukemia cell differentiation protein Mcl-1 (Homo sapiens), Q07820;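 active = compounds that cut the binding signal by more than half at the single screening dose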;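 also: His-tagged Mcl-1 with europium anti-His antibody binding Bid BH3 peptide; 0% = Mcl-1 plus peptide wells and 100% = peptide-only wells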
GSH bead fluor = compound fluorescence on glutathione beads, profiling panel, artefact control, biophysical, 488/530 nm, flow cytometry; GSH beads flow cytometry, compound fluorescence 488/530 nm; stronger effect = higher value; AID 1776, 2009; hit rate 0.25% among 190,000; fluorescence (KMESF) at 10 µM; in the data active = fluorescence above about 89;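 also: glutathione beads carrying GST-tagged Bcl family fusion proteins plus one bare bead set; values are compound well signal with DMSO vehicle wells as background; inactives centre near 16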
Mcl-1 Bim block = inhibitors of Bim peptide binding to Mcl-1, primary screen, biochemical, bead-based flow cytometry, multiplex | Induced myeloid leukemia cell differentiation protein Mcl-1 (Homo sapiens), Q07820 | Bim peptide-Mcl-1 binding | inhibition, % at 10 µM | hit rate 0.1% among 190,000 | AID 1009, 2008;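 also: 0% = no compound tracer wells and 100% = peptide blocker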
Bcl-XL Bim block = inhibitors of Bim-Bcl-XL binding, primary screen, biochemical, multiplexed, bead flow cytometry, human Bcl-XL; Bim peptide-Bcl-XL binding, fluorescence; inhibition, % at 10 µM; hit rate 0.04% among 190,000; AID 1007, 2008
Target sequence (Q07817 whole entry, looked up): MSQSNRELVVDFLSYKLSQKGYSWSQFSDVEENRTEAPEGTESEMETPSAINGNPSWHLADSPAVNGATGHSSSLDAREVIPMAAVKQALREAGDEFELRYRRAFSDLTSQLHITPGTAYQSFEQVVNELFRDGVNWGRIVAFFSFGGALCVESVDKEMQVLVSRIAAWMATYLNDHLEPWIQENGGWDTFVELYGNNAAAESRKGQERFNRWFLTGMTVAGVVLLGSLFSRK
Bim-Bcl-2 = inhibitors of Bim-Bcl-2 binding, primary screen, biochemical, multiplexed, human Bcl-2 family; inhibition, % at 10 µM; AID 950, 2007; hit rate 0.06% among 190,000; Bead-based flow cytometry, Bim peptide-Bcl-2 binding; in the data active = inhibition above about 40%; inconclusive = no clear call, values can overlap the other calls;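 also: 0% = no compound wells with probe peptide and 100% = reference peptide inhibitor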
Target sequence (P10415 whole entry, looked up): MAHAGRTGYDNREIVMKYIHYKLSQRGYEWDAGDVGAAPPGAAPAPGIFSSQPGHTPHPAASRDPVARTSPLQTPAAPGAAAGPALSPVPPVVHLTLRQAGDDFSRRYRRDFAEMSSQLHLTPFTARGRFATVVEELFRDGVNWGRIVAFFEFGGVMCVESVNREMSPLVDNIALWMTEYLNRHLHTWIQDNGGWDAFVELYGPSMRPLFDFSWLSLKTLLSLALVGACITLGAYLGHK
RGS8-Gao reg = RGS8-Galphao binding modulators, primary screen, biochemical, multiplexed bead flow cytometry; Guanine nucleotide-binding protein G(o) subunit alpha (Homo sapiens), P09471; actives lie on both sides; response (percent of control binding), % at 10 µM; hit rate 0.34% among 220,000; in the data active = response below about 60% or above about 140%; inactive = in between;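 also: Galphao activated as the GDP aluminium fluoride complex binding bead-coupled RGS8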
Target sequence (P09471 whole entry, looked up): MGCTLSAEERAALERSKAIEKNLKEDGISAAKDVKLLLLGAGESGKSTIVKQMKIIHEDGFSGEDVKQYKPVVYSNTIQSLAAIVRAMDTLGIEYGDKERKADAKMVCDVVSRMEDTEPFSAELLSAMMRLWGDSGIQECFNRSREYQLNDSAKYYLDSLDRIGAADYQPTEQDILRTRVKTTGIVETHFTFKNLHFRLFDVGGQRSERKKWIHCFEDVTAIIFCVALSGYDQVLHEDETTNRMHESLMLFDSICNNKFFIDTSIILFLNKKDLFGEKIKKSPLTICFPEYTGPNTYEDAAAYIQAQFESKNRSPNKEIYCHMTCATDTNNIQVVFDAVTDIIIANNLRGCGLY
Bim-Bfl-1 = inhibitors of Bim binding to Bfl-1, primary screen, biochemical, multiplexed, bead-based flow cytometry. Bim-Bfl-1 binding inhibition. inhibition, % at 10 µM. hit rate 0.12% among 190,000;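 also: 0% = wells without compound plus tracer and 100% = blocker peptide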
RGS7-Gao = RGS7-Galphao binding modulators, primary screen, biochemical, multiplexed bead flow cytometry; Guanine nucleotide-binding protein G(o) subunit alpha (Homo sapiens), P09471; actives lie on both sides; binding response (% of control), % at 10 µM; hit rate 0.35% among 220,000; in the data active = binding response below about 49% or above about 150%; inconclusive = no clear call, values can overlap the other calls; inactive = in between;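 also: fluorescent Galphao held in activated GDP-AlF4 state binding bead-coupled RGS7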
Bim-Bcl-B = inhibitors of Bim-Bcl-B binding, primary screen, biochemical, multiplexed, human Bcl-2 family. hit rate 0.073% among 190,000. inhibition, % at 10 µM. bead-based flow cytometry, Bim peptide-Bcl-B binding. Bcl-2-like protein 10 (Homo sapiens), Q9HD36. AID 951, 2007;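 also: 0% = tracer peptide without compound and 100% = reference inhibitor peptide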
Target sequence (Q9HD36 whole entry, looked up): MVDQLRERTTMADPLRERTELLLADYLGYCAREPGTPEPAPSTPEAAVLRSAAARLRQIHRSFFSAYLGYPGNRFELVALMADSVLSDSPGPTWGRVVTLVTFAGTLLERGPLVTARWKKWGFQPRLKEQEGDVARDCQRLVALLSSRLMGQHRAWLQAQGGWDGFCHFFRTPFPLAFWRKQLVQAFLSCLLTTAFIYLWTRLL
RGS4-Gao reg = modulators of RGS4 binding to Galphao, primary screen, biochemical, multiplexed bead flow cytometry; Guanine nucleotide-binding protein G(o) subunit alpha (Homo sapiens), P09471; actives lie on both sides; binding response (% of control), % at 10 µM; hit rate 0.33% among 220,000; AID 1415, 2008; in the data active = binding response below about 49% or above about 150%; inactive = in between;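 also: fluorescent Galphao activated with aluminum fluoride binding bead-coupled RGS4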
* hit, by the source's call; ? = inconclusive. Rule as the data show it, unless noted: active = inhibition above about 40%.

SMILES	Bcl-W Bim block	Mcl1 Bid PPI	GSH bead fluor	Mcl-1 Bim block	Bcl-XL Bim block	Bim-Bcl-2	RGS8-Gao reg	Bim-Bfl-1	RGS7-Gao	Bim-Bcl-B	RGS4-Gao reg
O=S(=O)(c1ccc(Br)s1)N1CCC(Cc2ccccc2)CC1	1	-9	24	-3	-5	-10	100	-19	98	-7	101
CC(C)OC(=O)CCC(=O)Nc1ccc(F)cc1	0	10	13	-1	-3	-1	97	-3	98	-2	99
CC(C)[C@H](NC(=O)c1ccccc1)C(=O)OCc1nnc(-c2ccccc2)o1	3	-9	23	-1	-4	2	99	-1	96	-4	96
N#Cc1cnc(Sc2ccccc2)nc1	-3	2	15	0	0	-3	109	-4	106	-5	107
Cc1nnc(Nc2ccc(Cl)c(C(F)(F)F)c2)[nH]c1=O	1	-14	12	0	-2	-1	96	-3	?	-4	95
O=c1ccccn1Cc1c(Cl)cccc1Cl	-6	-4	17	-2	-3	-3	101	-1	100	-5	105
CN(C(=O)COC(=O)/C=C/c1ccc2ccccc2n1)C1CCS(=O)(=O)C1 (stereo not drawn)	0	-8	21	-1	0	-4	102	-4	96	-7	103
CCOc1ccccc1NC(=S)NCc1cccn1C	-6	17	16	-5	-3	-7	102	-4	100	-9	100
O=C(CSCCN1C(=O)c2ccccc2C1=O)Nc1ccc2ccccc2c1	-7	-35	15	-2	-9	-6	102	-11	100	-10	103
CC1=CC(C2CC(=O)N(c3ccc(C)cc3)C2=O)CC2C(=O)N(c3ccc(C)cc3)C(=O)C12 (stereo not drawn)	4	-14	21	2	2	-2	102	0	109	3	104
CS(=O)(=O)N1CCc2cc(S(=O)(=O)N3CCN(Cc4ccc5c(c4)OCO5)CC3)ccc21	6	-16	13	0	-3	-10	101	-10	100	-11	103
CCOC(=O)N1CCN(Cc2nc(Cc3cccc(C(F)(F)F)c3)no2)CC1	-3	-53	17	-1	0	-6	101	-3	108	-4	103

Some values from above.
Reading of CCOc1ccccc1NC(=S)NCc1cccn1C under Bim-Bcl-2: -7
Reading of CN(C(=O)COC(=O)/C=C/c1ccc2ccccc2n1)C1CCS(=O)(=O)C1 (stereo not drawn) under Bim-Bfl-1: -4
Reading of N#Cc1cnc(Sc2ccccc2)nc1 under RGS7-Gao: 106
Reading of CC1=CC(C2CC(=O)N(c3ccc(C)cc3)C2=O)CC2C(=O)N(c3ccc(C)cc3)C(=O)C12 (stereo not drawn) under Mcl1 Bid PPI: -14

Back to the main list with the two entries that preceded the break.
SMILES	Bcl-W Bim block	Mcl1 Bid PPI	GSH bead fluor	Mcl-1 Bim block	Bcl-XL Bim block	Bim-Bcl-2	RGS8-Gao reg	Bim-Bfl-1	RGS7-Gao	Bim-Bcl-B	RGS4-Gao reg
CS(=O)(=O)N1CCc2cc(S(=O)(=O)N3CCN(Cc4ccc5c(c4)OCO5)CC3)ccc21	6	-16	13	0	-3	-10	101	-10	100	-11	103
CCOC(=O)N1CCN(Cc2nc(Cc3cccc(C(F)(F)F)c3)no2)CC1	-3	-53	17	-1	0	-6	101	-3	108	-4	103
C/C(=N\Nc1nc(N)cc(Cl)n1)c1cccc([N+](=O)[O-])c1	-2	-4	13	-3	2	0	102	1	105	0	103
CN(C)c1ccc(NC(=O)c2ccc3c(c2)nnn3C)cc1	-1	-59	13	0	1	3	103	0	103	-1	101
Cc1ccc(OC(=O)c2cccc(C(=O)Oc3ccc(C)cn3)n2)nc1	2	-123	5	0	4	1	102	-2	103	0	101
CC1CCN(C(=S)NCCc2ccccc2)CC1	2	-75	49	-2	-8	-8	99	-11	98	-9	98
O=S(=O)(c1ccc(Nc2ccc3c(c2)OCO3)nc1)N1CCOCC1	0	-78	6	1	0	1	103	0	99	0	102
O=c1c2ccccc2nc(-c2ccc([N+](=O)[O-])cc2)n1O	0	12	11	-2	1	-4	104	0	101	3	103
Cc1ccc(C(=O)OCn2nnc3ccccc3c2=O)cc1[N+](=O)[O-]	0	9	13	-1	0	0	98	0	99	-2	99
CN(C(=O)COC(=O)c1c2c(nc3ccccc13)/C(=C/c1cccc([N+](=O)[O-])c1)CCC2)C1CCS(=O)(=O)C1 (stereo not drawn)	-1	3	13	-5	-6	-5	104	0	105	-10	104
O=C(N/N=C/c1cccc([N+](=O)[O-])c1)C1CC(=O)N(c2ccc(Br)cc2)C1 (stereo not drawn)	-3	8	11	-3	-6	-7	101	-7	101	-9	103
CCOc1c(CNCc2ccc(C(=O)O)cc2)cccc1OC	0	-42	12	3	-1	0	102	-3	105	-2	107
COCCn1c(SCC(=O)Nc2cccc(OC)c2)nnc1-c1ccc(Cl)cc1	2	1	35	1	-1	-6	103	-8	108	-8	108
CCCN(CCC)C(=O)CC(c1ccccc1)c1ccc(C)cc1O (stereo not drawn)	0	11	55	2	-14	-5	105	-4	101	-3	105
Cc1nnc(SCC(=O)Nc2ncc3c(n2)CC(C)(C)CC3=O)s1	2	0	31	-1	-2	-8	100	-12	101	-7	97
O=C(Cn1c(=O)oc2cc(S(=O)(=O)N3CCc4ccccc43)ccc21)N1CCCCC1	0	-13	22	0	-2	-12	97	-12	100	-6	99
O=C(O)Cc1ccc(NS(=O)(=O)c2ccccc2Cl)cc1	-3	-5	10	-2	-6	-2	113	-5	106	-5	108
Cc1ccc2c(CSc3nc4nc(C)cc(C)n4n3)cc(=O)oc2c1	0	1	11	1	1	3	99	5	98	3	95
COc1cccc(CC(NC(C)=O)C(=O)NC2CCN(c3c(Cc4ccccc4)c(C)nc4ncnn34)CC2)c1OC (stereo not drawn)	-2	-22	13	-3	-5	4	105	2	98	-1	73
COC(=O)c1cc(-c2ccccc2)n(CC(=O)O)c1C	1	-9	24	1	-7	-7	101	-17	98	-6	100
CC(=O)c1ccc2c(c1)Cc1cc(C(C)=O)ccc1-2	-6	-4	17	-5	-9	-10	100	-18	102	-9	98
CCNc1nc(NC(C)C)nc(SCCOC(=O)c2ccccc2)n1	0	4	22	-4	-5	0	98	0	101	-5	100
COc1ccc(/C=N/NC(=O)c2cccc(NC(=O)c3ccc(Cl)cc3)c2)c(OC)c1	-1	6	19	0	1	0	107	0	102	0	100
COc1cccc(C2C(C(=O)Nc3nc4ccccc4s3)=C(C)NC3=C2C(=O)CC(C)(C)C3)c1OC (stereo not drawn)	0	-16	18	-2	-4	-8	100	-14	101	-10	99
COc1cc(C(N)=O)cc(Br)c1OCc1ccccc1	-1	2	4	-5	-4	-3	101	0	100	-2	102
CC1(Cc2ccc3c(c2)OCO3)NC(=O)NC1=O (stereo not drawn)	-4	-26	38	-3	-3	-6	99	-10	99	-14	96

Record cards (already shown). Values in the order: Bcl-W Bim block	Mcl1 Bid PPI	GSH bead fluor	Mcl-1 Bim block	Bcl-XL Bim block	Bim-Bcl-2	RGS8-Gao reg	Bim-Bfl-1	RGS7-Gao	Bim-Bcl-B	RGS4-Gao reg
Cc1ccc(OC(=O)c2cccc(C(=O)Oc3ccc(C)cn3)n2)nc1 is entered as 2	-123	5	0	4	1	102	-2	103	0	101
COc1cccc(C2C(C(=O)Nc3nc4ccccc4s3)=C(C)NC3=C2C(=O)CC(C)(C)C3)c1OC (stereo not drawn) is entered as 0	-16	18	-2	-4	-8	100	-14	101	-10	99
CC1=CC(C2CC(=O)N(c3ccc(C)cc3)C2=O)CC2C(=O)N(c3ccc(C)cc3)C(=O)C12 (stereo not drawn) is entered as 4	-14	21	2	2	-2	102	0	109	3	104
Cc1ccc(C(=O)OCn2nnc3ccccc3c2=O)cc1[N+](=O)[O-] is entered as 0	9	13	-1	0	0	98	0	99	-2	99
CN(C(=O)COC(=O)/C=C/c1ccc2ccccc2n1)C1CCS(=O)(=O)C1 (stereo not drawn) is entered as 0	-8	21	-1	0	-4	102	-4	96	-7	103

(next part)
SMILES	Bcl-W Bim block	Mcl1 Bid PPI	GSH bead fluor	Mcl-1 Bim block	Bcl-XL Bim block	Bim-Bcl-2	RGS8-Gao reg	Bim-Bfl-1	RGS7-Gao	Bim-Bcl-B	RGS4-Gao reg
Cc1cc(-c2ccccc2C(=O)O)on1	4	-4	5	0	-3	4	99	0	96	-1	98
C[C@@H]1NC(=O)[C@H](CCCN=C(N)N)NC(=O)c2cc([N+](=O)[O-])cc(I)c2OCC[C@@H](C(N)=O)NC1=O	-2	-2	18	0	-3	-2	101	0	97	-2	98
Cc1cccc(-n2c(=O)[nH]c3c(C(N)=O)nc(C(C)C)nc32)c1	0	-30	15	2	-3	-2	95	1	94	1	89
CCO/C=N/c1c(C#N)c(CC#N)nn1-c1ccccc1	1	-39	7	0	0	-1	100	-2	96	0	98
CC12CCC(C(=O)Nc3ccccc3N3CCOCC3)(CC1=O)C2(C)C (stereo not drawn)	1	-8	19	1	1	-2	111	-1	102	1	100
O=c1c2ccccc2nc(CSc2nnnn2-c2ccccc2)n1-c1cccc(C(F)(F)F)c1	-2	1	16	-2	-4	-9	93	-12	93	-5	94
O=C(CCC1CCCN(C(=O)CCN2CCCCC2=O)C1)NCc1ccccc1F (stereo not drawn)	-2	-19	13	-3	0	0	100	-9	95	-3	97
CC1CCCCC1NC(=O)COC(=O)c1cc(=O)c2ccccc2o1 (stereo not drawn)	-3	3	17	-2	-2	-3	102	-7	101	-3	99
O=C(COC(=O)CN1C(=O)C(=O)c2ccccc21)OCN1C(=O)c2ccccc2C1=O	0	-21	5	-3	-2	-1	102	0	99	-4	103
C(#Cc1ccc(C#CCN2CCOCC2)cc1)CN1CCOCC1	-7	-26	25	-13	-12	-11	102	-25	99	-12	103
CSc1nnc(NC(=O)c2cc3ccccc3oc2=O)s1	2	6	20	2	-1	-3	104	-8	100	-2	102
CC1CCN(c2ccc([N+](=O)[O-])cn2)CC1	17	-16	8	29	9	3	111	13	107	11	107
O=C1CSC(c2cn(-c3ccccc3)nc2-c2cc3ccccc3oc2=O)N1Cc1ccccc1 (stereo not drawn)	-7	-4	17	1	-5	0	101	-2	102	-4	104
COc1ccc(/C=C/C(=O)OCC(=O)NCc2ccco2)cc1OC	-4	-41	17	-4	-9	-13	97	-6	86	-15	95
CC(C)CC(=O)Nc1sc2c(c1C(=O)O)CCCCC2	-5	-25	15	0	-6	-1	98	-2	?	-2	97

Screening results as filed in PubChem.
